Screens (PubChem)
aSyn tox rescue = rescues yeast growth from alpha-synuclein toxicity | S. cerevisiae alpha-synuclein toxicity rescue, BacTiter-Glo growth, 24 h | Potency, µM (top dose mostly 46.1 µM), for the others: top-dose growth rescue (activation), most hits filed as activators | 0.02% of 94,000 active | AID 1347070; active = well fitted activation curve with a large enough effect; also: 0% is about no effect
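Growth restoration measured by BacTiter-Glo luminescence after 24 hr at 30 deg C; alpha-synuclein yeast, raffinose-pregrown to mid-log, were added at OD600=0.02 in galactose medium onto pinned compounds.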
Active calls of the source: *; [ ] = remark or other dose. Potency is read from the fitted curve at half-maximal effect. This is a subset. The share of hits here may be higher or lower than overall.

smiles	aSyn tox rescue
CCOC(=O)c1ccc(NC(=O)Nc2cc3c(cc2N2CCCC2)n(C)c(=O)n3C)cc1	3%
COCCNC(=O)Cn1c(=O)c2cccn2c2ccc(F)cc21	-4%
C[C@@H]1CN([C@H](C)CO)C(=O)CCCn2cc(nn2)CO[C@H]1CN(C)S(=O)(=O)c1ccccc1	-3%
Cc1ccc(NC(=O)CCS(=O)(=O)c2cccc3nsnc23)c(C)c1	3%
CCc1nn(CC(=O)N2CCN(c3ccc(Cl)cc3)CC2)c(=O)c2cc3occc3n12	2%
CC(=O)OCc1cnc(C)c2oc(=O)c(C(=O)Nc3cc(F)ccc3C)cc12	-6%
Cn1c(=O)n(C)c2cc(NS(=O)(=O)c3ccc(Cl)cc3)c(NCc3ccccc3)cc21	-13%
CC1(C)CC(=O)C=C(c2cccc(OC(=O)c3ccc(Br)cc3)c2)C1=O	8%
CCc1ccc(/C=N/NC(=O)c2cc(-c3cccc([N+](=O)[O-])c3)n[nH]2)cc1	-2%
CN(C)c1ccc(C(=O)Nc2c(C(=O)NC(C)(C)C)oc3ccccc23)cc1	-11%
COc1ccc2c(Cn3cnc4cc([N+](=O)[O-])ccc4c3=O)cc(=O)oc2c1	-17%
Cc1ncc(CO)c2c1Oc1nc(-c3ccccc3F)nc(SCC(=O)N3CCCCC3)c1C2	6%
NS(=O)(=O)c1ccc(CCNC(=O)CCc2nc3sc4c(c3c(=O)[nH]2)CCCC4)cc1	-5%
CCOCCn1c(CN2CCN(c3cccc(Cl)c3)CC2)nc2c1c(=O)n(C)c(=O)n2C	-6%
COc1cccc(/C=N/NC(=O)C(=O)Nc2ccccc2OC(F)(F)C(F)F)c1	-10%
S=C(Nc1ccccc1)Nc1ccccn1	11%
COc1cc(NC(=O)c2nnn(Cc3ccc(F)cc3)c2N)cc(OC)c1	-2%
Cc1cn(C)c(CC(=O)N2CCN(c3ccc(F)cc3)CC2)c1C(=O)O	2%
Cc1ccccc1C(=O)Nn1cnc2ccccc2c1=O	-8%
COc1ccccc1NC(=O)C1=C(C)Nc2ncnn2C1c1cccn1C (configuration not stated)	0%
CN1C(=O)c2oc3ccccc3c(=O)c2C1c1cccnc1 (configuration not stated)	1%
COc1cccc(CNC(=O)Cn2cccc2C(=O)c2ccccc2)c1	-3%
COc1cc(C2c3c(oc4ccc(C)cc4c3=O)C(=O)N2Cc2ccc(F)cc2)ccc1O (configuration not stated)	-9%
Cc1ccc(C(C)C)c(OCC(=O)NNC(=O)CC2OC(=O)c3ccccc32)c1 (configuration not stated)	4%
CC(=O)Nc1ccc2nc(-c3cc(C)ccc3C)[nH]c2c1	-5%
Cn1c(-c2ccccc2)cc(=NNS(C)(=O)=O)c2cc(S(=O)(=O)O)ccc21	-4%
COc1ccccc1NC(=O)C1CCCN1C(=O)Nc1ccc(F)cc1 (configuration not stated)	3%
CC(=O)COc1ccc(-c2csnn2)cc1	6%
Cc1ncc([N+](=O)[O-])n1CCOC(=O)C12CC3CC(CC(C3)C1)C2	2%
CCOc1ccc2nc(NC(=O)c3ccccn3)sc2c1	3%
CC1CN(Cc2nc3c(c(=O)n(C)c(=O)n3C)n2Cc2ccccc2)CC(C)O1 (configuration not stated)	-3%
Cc1ccc(N(C)S(=O)(=O)c2nnc(NC(=O)CC(C)C)s2)cc1	-6%
Cc1c2cnn(CC(=O)NCc3ccccc3)c(=O)c2c(C)n1Cc1cccc(Cl)c1	-2%
COc1ccc(OC)c(NC(=O)Cc2c(C(=O)O)n(C)c3ccc(C)cc23)c1	-6%
Cc1ccc(-c2nnc(OCc3nc4ccccc4n3C)c3ccccc23)cc1	3%
COc1cccc(NC(=O)CCCn2c(=O)c3cccn3c3cccnc32)c1	-5%

Shown with each value named: entries from further up.
Compound: Cc1ccc(-c2nnc(OCc3nc4ccccc4n3C)c3ccccc23)cc1
  aSyn tox rescue = 3%

Compound: CC(=O)Nc1ccc2nc(-c3cc(C)ccc3C)[nH]c2c1
  aSyn tox rescue = -5%

Compound: COc1ccc(OC)c(NC(=O)Cc2c(C(=O)O)n(C)c3ccc(C)cc23)c1
  aSyn tox rescue = -6%

Compound: Cc1ccc(N(C)S(=O)(=O)c2nnc(NC(=O)CC(C)C)s2)cc1
  aSyn tox rescue = -6%

(list continues)
smiles	aSyn tox rescue
CSCCC(NC(=O)c1ccccc1Br)C(=O)NCCCn1nc(C)cc1C (configuration not stated)	0%
CC(=O)N1CCCc2cc(S(=O)(=O)N3CCC(C(=O)Nc4cccc(Cl)c4C)CC3)ccc21	1%
N#Cc1ccccc1Cn1c(=O)n(CCCC(=O)NCc2ccc3c(c2)OCO3)c(=O)c2ccccc21	7%
O=C(O)c1ccc(-n2[nH]c3c(c2=O)CCCC3)cc1	10%
Cc1ccc(Cn2cc(C(=O)c3ccc4c(c3)OCO4)c(=O)c3cc(C)ccc32)cc1	-18%
Cn1c(=O)c2c(-c3ccc(Cl)cc3)n(Cc3ccccc3)cc2n(C)c1=O	4%
Cc1ccc(S(=O)(=O)N(C)C)cc1NC(=O)COC(=O)c1cccs1	1%
COC(=O)c1cc(OC)c(OC)cc1N1C(=O)CCCC1=O	-7%
COc1ccc(CN(C)CC(=O)NC(=O)NCc2ccccc2)cc1OC	3%
CCOCCc1nn2c(=O)cc(COC(=O)c3ccccc3NC(=O)CC(C)C)nc2s1	8%
Cc1ccc(N(CC(=O)NCC2CCCO2)C(=O)CCC(=O)Nc2nccs2)cc1 (configuration not stated)	1%
CC(Sc1nnc(-c2ccncc2)n1C)C(=O)NCC1CCCO1 (configuration not stated)	-1%
O=C(c1ccc2c(c1)N(Cc1ccc(Cl)cc1)C(=O)c1ccccc1S2=O)N1CCCCC1 (configuration not stated)	1%
Cc1ccccc1S(=O)(=O)Cc1ccc(C(=O)NCc2ccccc2Cl)o1	4%
COc1ccc2c(CNCc3ccco3)c(C(=O)O)n(Cc3ccccc3)c2c1	6%
O=C(Cn1c(-c2cccs2)cc2cc(F)ccc21)NCCc1ccc(Cl)cc1	4%
CCOC(=O)c1c(NC(=O)COc2ccc(F)cc2)sc2c1CCC(C)C2 (configuration not stated)	8%
COc1cccc(N2CCN(C(=O)c3nc(-c4ccc(Cl)cc4)n4c3CCCCC4)CC2)c1	19%
C=CC[n+]1cccc(-c2cc3ccc(C)cc3[nH]2)c1	-15%
Cc1ccc2nc(SCC(=O)N3CCN(c4ccccc4)CC3)nc(=O)n2c1	-45%[inhibitor]
COc1ccc(OC)c(-n2cnc3cc(C(=O)NCCc4ccccc4)ccc32)c1	-9%
Cn1c(=S)n(CCC(=O)O)c2ccccc21	1%
COc1cccc(C2CC(c3cccc(Br)c3)n3ncnc3N2)c1 (configuration not stated)	15%
COc1ccc(/C=N/Nc2nc(-c3ccc(C)cc3)c(NC(C)=O)s2)cc1	-5%
Cc1cccc(NC(=O)CSc2nc3ccccc3nc2N2CC(C)OC(C)C2)c1 (configuration not stated)	3%
C[C@@H]1CN([C@@H](C)CO)S(=O)(=O)c2ccc(Br)cc2O[C@@H]1CN(C)C(=O)NC1CCCCC1	-2%
CCOc1ccccc1C1CC(=O)NC(C)=C1C(=O)OCc1ccc(C)cc1 (configuration not stated)	4%
CCC(Sc1nnc(C)c(=O)[nH]1)C(=O)Nc1cccc2ccccc12 (configuration not stated)	-12%
CC(Oc1cccc(Cl)c1)C(=O)Nc1cc(S(=O)(=O)N2CCOCC2)ccc1N1CCCC1 (configuration not stated)	4%
Cn1c(Cn2c(=O)sc3ccccc32)nnc1SCC(=O)Nc1ccc(Cl)cc1	-9%
Cc1ccc(C)c(Nc2nn3c(=O)c4cc5c(cc4nc3s2)OCO5)c1	6%
Cn1c(SCC(=O)N2CCOCC2)ncc(C(=O)Nc2ccccc2)c1=O	2%
CS(=O)(=O)c1cccc(-c2nnc(NC(=O)c3ccc4c(c3)OCCO4)o2)c1	1%
O=C1CN(C(=O)COc2ccccc2)C(c2ccc(F)cc2)c2cc(Br)ccc2N1 (configuration not stated)	9%
Fc1ccc([C@@H]2Nc3ccccc3[C@@H]3C=CC[C@@H]32)cc1	-5%
COc1ccc(-c2c3c(=O)n(C)c(=O)n(C)c3c3n2-c2ccccc2NC3c2ccc(O)cc2O)cc1 (configuration not stated)	-6%
Cc1cc2c(cc1NS(=O)(=O)c1ccc(Br)cc1)n(C)c(=O)c(=O)n2C	4%
COc1ccc(Nc2nc(C)nc3c2oc2ccccc23)c(OC)c1	2%
CCCC(=O)Nc1nnc(SCC(=O)Nc2ccc(OCC)cc2)s1	-6%
CCOC(=O)c1c(C)c(-c2ccccc2)n(CC(=O)NC2CCCCCC2)c1C	0%
COCc1c(C(=O)N/N=C\c2ccccn2)nnn1-c1nonc1N	5%
Cc1cc(C)n(CCc2nc3c4ccccc4nc(N4CCN(c5cccc(C)c5C)CC4)n3n2)n1	-5%
O=C(Nc1ccccc1[N+](=O)[O-])c1csnn1	-11%
Cc1ccc(Cl)cc1NC(=O)CSc1nc2c(c(=O)[nH]1)CN(Cc1ccccc1)CC2	2%
CCc1ccccc1-n1nnc(-c2nsc(NC(=O)c3ccc(C)c(C)c3)n2)c1C	5%
Cn1nc(-c2ccc(OCC(=O)Nc3ccccc3)cc2)c2ccccc2c1=O	1%
O=S(=O)(Nc1cc(F)ccc1F)c1ccc2[nH]c3c(c2c1)CCCCC3	-1%
COc1ccccc1C1CCN(C(=S)Nc2ccc(Br)cc2)CC1	-1%
N#C/C(=C\Nc1ccccn1)S(=O)(=O)c1ccc(Cl)cc1	-8%
CCOc1ccc(NC(=O)CS(=O)(=O)c2cn(CC)c3ccccc23)cc1	-3%
Cc1ccc(N(C)S(=O)(=O)c2ccc3c(c2)C(C)(C)C(=O)N3C)cc1C	-2%
O=C1CCc2ccccc2O1	1%
CCOC(=O)C1CCCN(C(=O)Cn2ncc3c4ccccc4n(Cc4ccc(F)cc4)c3c2=O)C1 (configuration not stated)	17%
NC(=O)c1nsc(C(=O)N(c2ccccc2)C(C(=O)NCc2ccc(F)cc2)c2ccc(O)cc2)c1N (configuration not stated)	0%
COc1ccc(N=C2SCC(=O)N2C)cc1	10%
Cc1onc(-c2c(Cl)cccc2Cl)c1COC(=O)c1ccc(Cl)cc1[N+](=O)[O-]	1%
O=C(Nc1cccc(S(=O)(=O)NC2=NCCC2)c1)C1CCC1	-4%
COc1ccc(OC)c(C2=NOC(C(=O)N3CCN(c4ccccc4)CC3)C2)c1 (configuration not stated)	2%
Cc1ccc(-n2nnnc2CNC(=O)c2ccccc2F)cc1C	-2%
COc1ccc(-c2nc3cc(NC(=O)COc4ccc(F)cc4)ccc3o2)cc1	-5%

(further entries)
smiles	aSyn tox rescue
COc1ccc(-c2nc(SCC(=O)Nc3ccccc3)c(-c3ccc(F)cc3)[nH]2)cc1OC	-8%
NCC(O)CN(c1ccccc1)c1ccccc1 (configuration not stated)	10%
Cc1ccc(C)c(Cn2c(C)c(CNCc3ccc(F)cc3)c(C(=O)O)c2C)c1	6%
COc1ccc(NC(=O)/C(=C\c2ccc(F)cc2)NC(=O)c2ccco2)cc1	-9%
CCCC(=O)NC(C)c1nc2ccccc2n1Cc1ccccc1 (configuration not stated)	3%
CCCS(=O)(=O)N1CC(=O)N(c2cccc(Cl)c2)C(C)(C(=O)NC2CCCCC2)C1 (configuration not stated)	-10%
CC(=O)N1CCCc2cc(S(=O)(=O)N3CCCC(C(=O)Nc4cc(Cl)ccc4C)C3)ccc21 (configuration not stated)	-6%
COC(=O)c1c(NC(=O)C2COc3ccccc3O2)sc2c1CCN(C(=O)OC)C2 (configuration not stated)	11%
CC1=C(c2ccc(C)c(C)c2)S(=O)(=O)N(Cc2ccc(C(=O)NC(C)c3ccccc3)cc2)C1=O (configuration not stated)	8%
Cc1ccc(CN(C(=O)c2ccccc2Br)C2CCS(=O)(=O)C2)o1 (configuration not stated)	-15%
Cc1cc(C(=O)O)ccc1-n1c(C)cc(C=C2C(=O)c3ccccc3C2=O)c1C	-72%[inhibitor]
CN(C)S(=O)(=O)c1ccc2c(c1)nnn2CCNC(=O)Nc1ccc(Cl)cc1	6%
COc1cccc(NC(=O)CSC2=Nc3ccccc3C3=NC(CC(=O)NCCc4ccccc4)C(=O)N23)c1 (configuration not stated)	-3%
Cc1cc([N+](=O)[O-])ccc1NC(=O)CSc1nncn1-c1cccnc1	-11%
Cc1ccc(S(=O)(=O)c2cn(Cc3ccc(F)cc3)c3cc(F)c(F)cc3c2=O)cc1	-2%

Retrieved one by one from the list above:
smiles	aSyn tox rescue
Cc1ncc(CO)c2c1Oc1nc(-c3ccccc3F)nc(SCC(=O)N3CCCCC3)c1C2	6%
CN1C(=O)c2oc3ccccc3c(=O)c2C1c1cccnc1 (configuration not stated)	1%
N#C/C(=C\Nc1ccccn1)S(=O)(=O)c1ccc(Cl)cc1	-8%
COc1ccccc1NC(=O)C1=C(C)Nc2ncnn2C1c1cccn1C (configuration not stated)	0%
CCCC(=O)Nc1nnc(SCC(=O)Nc2ccc(OCC)cc2)s1	-6%
